Bioassay records deposited in PubChem BioAssay by National Center for Advancing Translational Sciences (NCATS).
FLuc counter: counter-screen for miR-21 project: firefly luciferase inhibitors or activators; Potency, µM (doses to about 57.5 µM), without a hit: at the highest dose activity change, negative = inhibition, usual class: inhibitors; P08659; purified FLuc, Km substrates, luminescence inhibition; 360,000 compounds, 6.9% hits;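 note: plate controls were vehicle for no effect and reference inhibitor for full effect; nearly all actives have a fitted effect of over 55% in size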
Target sequence (P08659 whole entry, looked up): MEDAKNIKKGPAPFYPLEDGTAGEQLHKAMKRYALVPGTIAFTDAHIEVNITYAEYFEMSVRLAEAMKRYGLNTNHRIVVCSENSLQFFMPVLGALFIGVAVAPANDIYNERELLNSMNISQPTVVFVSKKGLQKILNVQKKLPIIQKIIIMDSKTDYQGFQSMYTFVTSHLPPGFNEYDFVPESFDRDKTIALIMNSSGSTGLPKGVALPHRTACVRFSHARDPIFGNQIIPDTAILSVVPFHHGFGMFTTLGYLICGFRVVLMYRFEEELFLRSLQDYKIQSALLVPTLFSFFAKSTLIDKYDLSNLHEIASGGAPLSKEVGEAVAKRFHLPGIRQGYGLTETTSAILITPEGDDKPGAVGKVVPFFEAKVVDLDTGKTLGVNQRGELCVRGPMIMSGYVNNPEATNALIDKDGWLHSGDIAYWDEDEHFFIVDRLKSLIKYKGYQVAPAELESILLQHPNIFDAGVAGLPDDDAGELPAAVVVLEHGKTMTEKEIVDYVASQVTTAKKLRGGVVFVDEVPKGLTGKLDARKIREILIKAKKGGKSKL
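Purified P. pyralis luciferase (10nM final) with 10uM D-luciferin and 10uM ATP (Km levels) in 50mM Tris acetate pH 7.5, 10mM Mg acetate, 0.01% Tween-20, 0.05% BSA; qHTS 6-point titration, ~60 µM downward; luminescence read.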
VP16 counter: counter-screen for ROR gamma inhibitors: Gal4-VP16 reporter; Drosophila S2 Gal4-VP16 UAS-luciferase, luminescence, 20 h; Potency, µM (doses to about 53.6 µM), for inactives: at the highest dose activity, negative = inhibition, most hits filed as inhibitors; 310,000 compounds, 3.5% hits; AID 2546;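 note: Gal4-VP16 expression switched on by copper sulfate through the metallothionein promoter; % is set by controls: 0 for no effect and ±100 for the full control effect; nearly all actives have a fitted effect of over 50% in size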
RORgamma inh: blocks mouse ROR gamma transcriptional activity | P51450 | 310,000 compounds, 5.4% hits | Drosophila S2 Gal4-RORgamma UAS-luciferase reporter, 20 h | Potency, µM (top dose mostly 53.6 µM), for inactives: at the highest dose activity change, negative = inhibition, most hits filed as inhibitors; note: % is set by controls: 0 for no effect and ±100 for the full control effect; nearly all actives have a fitted effect of over 60% in size
Target sequence (P51450 whole entry, looked up, the tested form may be a part): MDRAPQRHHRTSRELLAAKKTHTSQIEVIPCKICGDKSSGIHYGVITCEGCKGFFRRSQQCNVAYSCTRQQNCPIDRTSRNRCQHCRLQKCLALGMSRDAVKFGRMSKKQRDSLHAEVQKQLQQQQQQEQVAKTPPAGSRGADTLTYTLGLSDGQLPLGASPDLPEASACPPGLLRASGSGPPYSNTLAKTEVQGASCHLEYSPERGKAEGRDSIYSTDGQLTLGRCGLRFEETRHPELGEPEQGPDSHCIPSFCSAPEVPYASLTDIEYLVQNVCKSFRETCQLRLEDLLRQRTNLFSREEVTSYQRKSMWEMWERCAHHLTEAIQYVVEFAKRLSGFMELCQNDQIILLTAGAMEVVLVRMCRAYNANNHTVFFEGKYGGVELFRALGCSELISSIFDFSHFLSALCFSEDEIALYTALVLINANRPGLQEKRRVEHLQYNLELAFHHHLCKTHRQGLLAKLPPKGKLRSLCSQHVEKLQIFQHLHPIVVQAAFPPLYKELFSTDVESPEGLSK
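A Gal4/UAS one-hybrid system in insect cells: metallothionein-promoter Gal4–ROR gamma fusion plus Photinus luciferase reporter. Copper sulfate 700 uM final, 20 hr ambient incubation, luminescent detection after 10 min with reagent.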
uPA generation: cell surface uPA generation inhibition | cell surface uPA generation assay, qHTS | Potency, µM (top dose mostly 38.3 µM), inactives show top-dose activity change, negative = inhibition, most hits filed as inhibitors | 330,000 compounds, 0.31% hits; active = well fitted inhibition curve with a large enough effect; inconclusive = small, poorly fitted or top-dose-only effect; inactive = no such curve, though single readings can be large or run the other way; tested in mouse RAW 264.7 cells; note: % is set by controls: 0 for no effect and ±100 for the full control effect; nearly all actives have a fitted effect of over 55% in size
Rab9 promoter act: Rab9 promoter activation; Huh7 Rab9 promoter-luciferase reporter, luminescence, 24 h; Potency, µM (series often up to 9.22 µM), for inactives: at the highest dose activation, negative = inhibition, actives largely listed as activators; 320,000 compounds, 2.8% hits; AID 485297; note: % of control where 0% means no effect; nearly all actives have a fitted effect of over 60% in size
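Cell-based reporter: Huh7 stable for Rab9 promoter-driven luciferase, plated in reduced-serum medium with 10% FBS at 1500 cells/well, compound-treated 24 h at 37 °C, luminescence read after 10 min reagent.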
BRCA1 expr up: BRCA1 expression activation; 380,000 compounds, 1.1% hits; Potency, µM (doses to about 46.1 µM), for inactives: top-dose activation, actives largely listed as activators; AID 624202; MCF7-BRCA1-FFLuc reporter, luminescence, 48 h; response scale: scaled: vehicle 0%, 10 µM genistein 100%; note: nearly all actives have a fitted effect of over 80% in size; some results filed as inactive show a strong effect at the top dose
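MCF7-BRCA1-FFLuc, 2000 cells/well; 2 h attach, 37 °C/5% CO2; compound 48 h; luciferase substrate 15 min; luminescence end-point. Norm. to genistein 10 microM max activation and DMSO; concentration-response curves fitted.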
MBNL1 CUG block: blocks human MBNL1 binding to CUG repeat RNA; Q9NR56; TR-FRET MBNL1-His/biotin-(CUG)12 binding, 665/545 ratio; Potency, µM (titrated, usually from 57.5 µM), without a hit: top-dose activity change, negative = inhibition, actives largely listed as inhibitors; 280,000 compounds, 0.036% hits; AID 2675; active = well fitted inhibition curve with a large enough effect in the signal ratio, with a control signal flat, not every such curve was filed as active; inconclusive = small, poorly fitted or top-dose-only effect, or effect the other way, or a change in a side signal; inactive = no such curve, though single readings can be large or run the other way; the % refers to the signal ratio; note: % is set by controls: 0 for no effect and ±100 for the full control effect
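TR-FRET between His-tagged MBNL1 and biotin-(CUG)12 RNA, detected with Tb anti-His antibody (0.055 ng/ul) and streptavidin-XL665 (5 nM), 60 min at room temperature. Compounds titrated 92 nM to 58 uM; 665/545 nm ratio normalized to buffer and complex controls.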
ELG1 genotox: inducers of genotoxicity in HEK293T ELG1-luciferase cells; HEK293T ELG1-luciferase reporter, luminescence, 16 h; Potency, µM (titrated, usually from 46 µM), inactives show at the highest dose activity change, positive = activation, most hits filed as activators; 330,000 compounds, 1.3% hits; AID 504466; note: % of control where 0% means no effect; nearly all actives have a fitted effect of over 60% in size
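Luminescence read-out: rising ELG1-luciferase signal, reflecting elevated ELG1 protein under genetic stress, flags genotoxic compounds. Cells were treated for 16 hr at 37 °C before ONE-Glo detection.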
NPC1 promoter act: activators of NPC1 promoter | Huh7 NPC1 promoter luciferase reporter, 24 h | Potency, µM (doses to about 9.22 µM), for the others: at the top dose activation, hits mostly activators | 320,000 compounds, 2.4% hits;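 note: % of control where 0% means no effect; nearly all actives have a fitted effect of over 60% in size; reporter is driven by a mutant NPC1 promoter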
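Stable NPC1-promoter luciferase Huh7 line; cpd (DMSO) 24 h, 37 °C, 5% CO2; Amplite luciferase reagent 10 min RT; luminescence readout. qHTS format.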
p53 reactivation: restores transcriptional activity of mutant p53; H1299 p53-A138V BP100-luciferase reporter, luminescence, 24 h; Potency, µM (doses to about 92.2 µM), inactives show at the top dose activity change, positive = activation, actives largely listed as activators; 320,000 compounds, 0.063% hits; AID 504706; note: % of control where 0% means no effect; nearly all actives have a fitted effect of over 45% in size
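H1299 (p53-null), stable ts p53-A138V + BP100-Luc; 1000 cells/well, Opti-MEM/10% FBS; cpd 4 pt, 1:5; 24 h, 37 deg C, 5% CO2; detection reagent 10 min RT; luminescence.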
An asterisk follows results filed as active; ? = inconclusive; nt = not tested or not shown; [ ] = another dose, or the depositor's remark. Unless noted, calls come from the whole dose curve; as a rule, active = well fitted curve in the direction sought with a large enough effect; inconclusive = small, poorly fitted or top-dose-only effect, or another doubt; inactive = no such curve, though single readings can be large; an effect the other way counts as inactive or inconclusive. Potency is the fitted concentration of half-maximal effect.

SMILES	FLuc counter	VP16 counter	RORgamma inh	uPA generation	Rab9 promoter act	BRCA1 expr up	MBNL1 CUG block	ELG1 genotox	NPC1 promoter act	p53 reactivation
CCCCn1c(=O)[nH]c(=O)c2c1nc(COc1ccc(C#N)cc1)n2CCC	5%	-2%	-15%	-4%	-12%	-20%	9%	-1%	1%	11%
Clc1ccc(-c2nnnn2-c2ccc(Cl)cc2)cc1	1%	-15%	2%	-4%	-4%	-4%	-7%	-3%	-8%	-3%
C/C=C/c1ccc(OCC(O)CN(C)Cc2ccc(SC)cc2)c(OC)c1 (stereo not given)	-3%	-10%	-20%	-9%	0%	-11%	0%	-10%	-2%	5%
O=c1cc(O)nc[nH]1	-1%	2%	0%	-2%	-1%	3%	-9%	0%	-6%	7%
OCCN1CCOCCN(CCO)CCOCC1	4%	-6%	-11%	2%	2%	-11%	1%	0%	4%	7%
c1ccc(CN(Cc2cccs2)C(c2cccs2)c2nnnn2C2CCCC2)cc1 (stereo not given)	0%	-19%	35%	-3%	2%	-45%	-2%	-2%	0%	3%
Cc1ccc(S(=O)(=O)N(Cc2ccc(C(F)(F)F)cc2)C(=O)N2CCN(C)CC2)cc1	7%	nt	nt	30%	-7%	-11%	nt	1%	-6%	-2%
O=C(N/C(=C\c1ccco1)C(=O)N1CCCC1CO)c1ccccc1 (stereo not given)	-1%	0%	19%	2%	-12%	3%	15%	3%	8%	-6%
COc1ccc(/C=N/NC(=O)c2ccc(Cl)cc2)cc1Cn1cc(Cl)cn1	4%	?	?	7%	-2%	-22%	10%	6%	-2%	-8%
CC(=O)c1cn(-c2ccc(Cl)cc2)c(=O)n(Cc2ccc(F)cc2)c1=O	1%	-4%	0%	0%	-4%	-21%	2%	3%	-2%	3%
O=C(NCC1CCCO1)c1nn2c(C(F)(F)F)cc(-c3cc(Br)cs3)nc2c1Br (stereo not given)	3%	-2%	-4%	1%	-5%	-5%	2%	9%	-8%	5%
Cc1ccccc1-c1nc(CS(=O)(=O)CC(=O)N2CCc3ccccc3C2)c(C)o1	1%	3%	12%	-8%	-1%	-4%	?	-18%	-1%	-1%

Retrieved by structure from the entries so far:
SMILES	FLuc counter	VP16 counter	RORgamma inh	uPA generation	Rab9 promoter act	BRCA1 expr up	MBNL1 CUG block	ELG1 genotox	NPC1 promoter act	p53 reactivation
O=C(NCC1CCCO1)c1nn2c(C(F)(F)F)cc(-c3cc(Br)cs3)nc2c1Br (stereo not given)	3%	-2%	-4%	1%	-5%	-5%	2%	9%	-8%	5%
C/C=C/c1ccc(OCC(O)CN(C)Cc2ccc(SC)cc2)c(OC)c1 (stereo not given)	-3%	-10%	-20%	-9%	0%	-11%	0%	-10%	-2%	5%
CCCCn1c(=O)[nH]c(=O)c2c1nc(COc1ccc(C#N)cc1)n2CCC	5%	-2%	-15%	-4%	-12%	-20%	9%	-1%	1%	11%
O=C(N/C(=C\c1ccco1)C(=O)N1CCCC1CO)c1ccccc1 (stereo not given)	-1%	0%	19%	2%	-12%	3%	15%	3%	8%	-6%

Remaining list, next part
SMILES	FLuc counter	VP16 counter	RORgamma inh	uPA generation	Rab9 promoter act	BRCA1 expr up	MBNL1 CUG block	ELG1 genotox	NPC1 promoter act	p53 reactivation
CCOC(=O)c1cc2c(ccn2C)n1CC(=O)N1CCN(c2ccccc2OC)CC1	3%	2%	-6%[10 µM]	nt	0%	nt	2%	-14%	0%	-6%
Oc1ccc(C2C[C@H]3CC[C@@H]2C3)cc1O (stereo not given in full)	12µM*	?	?	-14%	7%	-47%	-2%	?	-15%	4%
Cc1ccc(CNC(=O)C2CCCN(S(=O)(=O)c3c(C)noc3/C=C/N(C)C)C2)cc1 (stereo not given)	-2%	-1%	33%	-11%	-3%	-7%	-5%	-5%	-4%	-3%
CC(C)NC(C(=O)Nc1cc(Cl)cc(Cl)c1)c1ccccc1 (stereo not given)	-1%	5%	-9%	2%	-1%	-39%	0%	-5%	0%	-1%
CCC(c1nnnn1C1CCCC1)N(Cc1cccs1)Cc1cc2cc(C)ccc2[nH]c1=O (stereo not given)	3%[2.3 µM]	-20%	-13%	0%	-5%	-87%	-2%	-8%	-1%	-3%
COCCCNc1nc2c(-c3ccc(C)cc3)nnn2c2ccccc12	?	7%	7%	-2%	5%	-61%	0%	?	2%	?
Cc1nnc(SCC(=O)Nc2ccc3c(c2)COC3=O)n1-c1ccccc1	-2%	1%	-2%	-7%	1%	-3%	-6%	7%	-3%	0%
CCCCc1sc(-c2c(C#N)c(N)nc3c2CCCCC3)cc1[N+](=O)[O-]	7%	-4%	0%	5%	-1%	-45%	4%	-4%	-3%	14%
Cc1ccc2c(=O)cc(C(=O)NCCc3ccc(S(N)(=O)=O)cc3)oc2c1	-2%	-12%	36%	7%	-5%	1%	18%	-8%	1%	-3%
COc1ccc(C(=O)C[n+]2cccc3cc(C)ccc32)cc1	-4%	nt	nt	-2%	-1%	-42%	?	-5%	-1%	nt
COc1ccc(C(=O)NCC(=O)N2CCC(Cc3ccccc3)CC2)cc1OC	2%	nt	nt	-18%	-6%	-29%	nt	-6%	-6%	-1%
CN1C(=O)C(C)(C)c2cc(S(=O)(=O)N3CCCC(C(=O)NCc4ccc(Cl)cc4)C3)ccc21 (stereo not given)	-2%	3%	38%	-3%	-4%	-24%	-5%	-6%	0%	nt

Four of the compounds above, with two lines to a compound.
The line under a structure holds: FLuc counter, VP16 counter, RORgamma inh, uPA generation, Rab9 promoter act, BRCA1 expr up, MBNL1 CUG block, ELG1 genotox, NPC1 promoter act, p53 reactivation
O=c1cc(O)nc[nH]1
 : -1%, 2%, 0%, -2%, -1%, 3%, -9%, 0%, -6%, 7%
OCCN1CCOCCN(CCO)CCOCC1
 : 4%, -6%, -11%, 2%, 2%, -11%, 1%, 0%, 4%, 7%
c1ccc(CN(Cc2cccs2)C(c2cccs2)c2nnnn2C2CCCC2)cc1 (stereo not given)
 : 0%, -19%, 35%, -3%, 2%, -45%, -2%, -2%, 0%, 3%
Cc1ccc(S(=O)(=O)N(Cc2ccc(C(F)(F)F)cc2)C(=O)N2CCN(C)CC2)cc1
 : 7%, nt, nt, 30%, -7%, -11%, nt, 1%, -6%, -2%

(next part)
SMILES	FLuc counter	VP16 counter	RORgamma inh	uPA generation	Rab9 promoter act	BRCA1 expr up	MBNL1 CUG block	ELG1 genotox	NPC1 promoter act	p53 reactivation
COc1ccc(NC(=S)N2CCNC(=O)C2CC(=O)Nc2ccc(C)cc2)cc1 (stereo not given)	3%	1%	6%	-3%	9%	-1%	?	-2%	0%	-6%
CCc1ccccc1OCC(=O)OCC(=O)N1CC(=O)Nc2ccccc21	-5%	-8%	-4%	-9%	-3%	10%	nt	-2%	4%	-5%
Cc1ccc(NC(=O)Nc2c(C)n(C)n(-c3ccccc3)c2=O)cc1C	4%	5%	17%	4%	0%	-19%	3%	-8%	-7%	27%
CCC(=O)N1CCc2cc(S(=O)(=O)NCCC(=O)N3CC=C(c4ccccc4)CC3)ccc21	2%	-8%	?	nt	1%	nt	4%	-8%	-2%	0%
COc1ccccc1Oc1cc(C#N)c(C#N)cc1-n1nnc2ccccc21	3%	7%	6%	nt	-4%	-59%	-4%	-3%	-2%	2%
Cc1cc(Cl)ccc1OCC(=O)OCC(=O)N1CCC(C(N)=O)CC1	-18%	nt	nt	?	-3%	8%	nt	0%	-6%	-2%
CCN(CC)C(=O)/C=C/c1ccc(OC)c(S(=O)(=O)N2CCCCC2)c1	2%	-16%	4%	3%	-3%	-27%	4%	6%	-7%	-2%
CCOC(=O)N1CCC(NC(=O)c2cc3cc4cc(OC)ccc4nc3o2)CC1	?	-12%	14%	-6%	-7%	-31%	?	-2%	-2%	14%
CC1CN(c2nc3ccccc3nc2C(C#N)C(=O)NC2CCCCC2)CC(C)O1 (stereo not given)	-9%	7%	12%	nt	9%	nt	1%	16%	0%	14%
COc1ccc(-c2[nH]ncc2CN2CCC(OCc3ccccc3)CC2)c(F)c1	2%	5%	8%	-1%	-7%	5%	5%	-5%	0%	-1%
O=C(O)c1ccc(-n2nnnc2SCc2ccccc2Br)cc1	5%	1%	18%	11%	-6%	6%	-2%	-1%	2%	-5%
COC(=O)COc1ccccc1C(=O)Nc1ccc(OC)cc1	?	-7%	18%	-1%	1%	22%	-9%	1%	-2%	2%
CC(=O)NCC(=O)N(Cc1ccco1)C1(C(=O)NC2CCCCC2)CCCCC1	0%	17%	-4%	0%	-5%	0%	-9%	-3%	1%	4%
N#Cc1ccc(-c2csc(NC(=O)c3cc(-c4cccs4)nc4ccccc34)n2)cc1	-2%	-12%	13%	8%	-2%	-12%	6%	-21%	-6%	0%
CCN(Cc1ccncc1)C(=S)NCc1ccccc1	-1%	1%	6%	-1%	2%	-19%	-7%	-2%	0%	2%
COc1ccc(NC(=O)CSc2nc3ccccc3nc2N2CCCC2)c(OC)c1	-4%	1%	-27%	-1%	-5%	-18%	-1%	3%	0%	4%
NC(=O)C1CCN(C(=O)C2CCN(C(=O)Nc3ccccc3)CC2)CC1	2%	nt	nt	6%	-4%	-5%	nt	2%	2%	-6%
Cn1cnnc1SCc1ccccc1Br	3%	-7%	-29%	-2%	-1%	-24%	-2%	-8%	1%	-2%
